CXCR6 block: blocks human CXCR6 beta-arrestin recruitment | O00574 | 0.36% of 360,000 active | AID 602244 | CHO-K1 PathHunter CXCR6 beta-arrestin, luminescence | inhibition, % at 20 µM; in the data active = inhibition above about 34%, passing the limit was not always enough;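 note: antagonist mode with CXCL16 agonist at 10 nM final; 0% = 10 nM CXCL16 with DMSO and 100% = unstimulated wells without agonist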
Target sequence (O00574 whole entry, looked up): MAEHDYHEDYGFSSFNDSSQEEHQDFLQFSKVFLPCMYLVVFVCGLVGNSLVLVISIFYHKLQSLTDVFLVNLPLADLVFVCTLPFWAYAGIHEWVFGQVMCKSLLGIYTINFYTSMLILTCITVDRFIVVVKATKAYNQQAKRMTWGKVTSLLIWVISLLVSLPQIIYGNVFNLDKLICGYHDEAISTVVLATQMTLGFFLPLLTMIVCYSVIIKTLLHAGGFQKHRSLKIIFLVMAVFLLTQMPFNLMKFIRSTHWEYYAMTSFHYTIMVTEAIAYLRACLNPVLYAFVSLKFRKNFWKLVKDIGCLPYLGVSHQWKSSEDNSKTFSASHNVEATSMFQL
ATG4B inh: inhibitors of human ATG4B cysteine protease; Q9Y4P1; ATG4B cleavage of LC3-PLA2, NBD-HPC fluorescence, 1 h; inhibition, % at 8.33 µM; 0.51% of 340,000 active; AID 504462; in the data active = inhibition above about 40%
Target sequence (Q9Y4P1 whole entry, looked up): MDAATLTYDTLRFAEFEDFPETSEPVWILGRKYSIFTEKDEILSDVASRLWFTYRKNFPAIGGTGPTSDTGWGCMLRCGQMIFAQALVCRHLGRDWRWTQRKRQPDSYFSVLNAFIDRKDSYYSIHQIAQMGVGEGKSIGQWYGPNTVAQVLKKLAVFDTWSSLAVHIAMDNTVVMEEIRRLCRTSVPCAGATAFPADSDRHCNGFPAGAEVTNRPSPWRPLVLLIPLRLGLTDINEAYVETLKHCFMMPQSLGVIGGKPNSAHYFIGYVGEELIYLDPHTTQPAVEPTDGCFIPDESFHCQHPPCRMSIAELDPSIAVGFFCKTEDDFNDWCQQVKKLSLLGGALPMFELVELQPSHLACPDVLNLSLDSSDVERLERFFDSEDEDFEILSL
UBC13 polyUb: human UBC13 polyubiquitination inhibition. 0.47% of 330,000 active. inhibition, % at 20 µM. UBC13 polyubiquitin chain formation, TR-FRET. P61088; in the data active = inhibition above about 45%, passing the limit was not always enough
Target sequence (P61088 whole entry, looked up): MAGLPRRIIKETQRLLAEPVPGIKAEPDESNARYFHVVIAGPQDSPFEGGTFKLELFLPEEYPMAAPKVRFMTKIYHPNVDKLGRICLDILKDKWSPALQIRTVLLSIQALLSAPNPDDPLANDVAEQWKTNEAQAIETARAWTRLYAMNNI
Gli-Sufu antag: blocks Gli-Sufu signaling in a luciferase reporter; Sufu-KO-LIGHT fibroblasts, Gli luciferase reporter luminescence; inhibition, % at 5 µM; 0.74% of 340,000 active;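 active = inhibition above about 55%, limit read from the data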;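 note: 0% = DMSO-treated cells and 100% = wells with medium but no cells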
CCR6 antagonist: CCR6 (human) receptor antagonism; inhibition, % at 20 µM; 0.49% of 340,000 active; P51684; AID 493098; CHO-K1 CCR6 PathHunter beta-arrestin, luminescence, CCL20-stimulated;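 active = compounds whose inhibition of the agonist-driven luminescence signal at 20 µM reaches about 50%, limit read from the data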;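 note: cells stimulated with CCL20 at 14 nM final; plate controls were DMSO with CCL20 for no effect and DMSO without agonist for full effect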
APJ agonist: agonists of human APJ apelin receptor | AID 2520 | P35414 | 0.11% of 330,000 active | CHO-K1 APJ PathHunter beta-arrestin, luminescence; 0% DMSO wells, 100% apelin | activation, % at 20 µM;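 active = activation more than six SD over the plate average, tested at 20 µM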;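 note: 0% = DMSO alone and 100% = apelin-13 at 10 nM; some results filed as inactive read as strong as hits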
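Test system – PathHunter CHO-K1 APJ (AGTRL-1) beta-arrestin reporter cells · Input – 1000 cells/well · Compound – single test compound dose, 20 µM final, 1% DMSO · Times – compound stimulation 90 min at 25 °C, detection 60 min · Technique – beta-gal luminescence · Read-out basis – APJ–arrestin association signal · Control set – negative DMSO alone, positive Apelin-13 at 10 nM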
APJ antagonist: antagonists of human APJ apelin receptor; P35414; inhibition, % at 20 µM; 0.32% of 330,000 active; AID 2521; CHO-K1 APJ beta-arrestin complementation, luminescence;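 active = inhibition above about 40% at 20 µM, limit read from the data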;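 note: cells challenged with 10 nM apelin-13 agonist together with compound; plate controls were apelin-13 plus DMSO wells for no effect and DMSO wells lacking apelin-13 for full effect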
EBI2 antag: antagonists of human EBI2 receptor; AID 651636; EBI2 beta-arrestin recruitment, luminescence, 7a,25-OHC stimulated; 0.81% of 360,000 active; P32249; inhibition, % at 5 µM; in the data active = inhibition above about 38%;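 note: enzyme fragment complementation signal reports receptor beta-arrestin coupling in cells; 0% = agonist plus DMSO wells and 100% = wells without agonist; some results beyond the cut were filed as inactive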
The depositor's hits bear a star; / = no result given.

Short keys: A = CXCR6 block; B = ATG4B inh; C = UBC13 polyUb; D = Gli-Sufu antag; E = CCR6 antagonist; F = APJ agonist; G = APJ antagonist; H = EBI2 antag
> Nc1ccc(N(CCO)CCO)cc1
  A: -11 | B: 16 | C: -42 | D: -11 | E: -10 | F: 3 | G: -16 | H: -7
> Cc1cccc(OCC(=O)NNC(=O)CCCCC(=O)NNC(=O)COc2cccc(C)c2)c1
  A: -5 | B: -7 | C: 6 | D: 5 | E: 3 | F: -3 | G: 4 | H: 1
> COc1ccc(/C=C/C(=O)O/N=C(\N)c2ccccn2)cc1OC
  A: -10 | B: 1 | C: 0 | D: -63 | E: -6 | F: 6 | G: -9 | H: -7
> COc1ccc(C)cc1NC(=O)C(OC(=O)CNC(=O)c1ccc(Oc2ccccc2)cc1)c1ccccc1 (centres undefined)
  A: -2 | B: 4 | C: -11 | D: -4 | E: -6 | F: -3 | G: -50 | H: 6
> Cc1ccc(-c2cc(C(=O)Nc3c(C)n(C)n(-c4ccccc4)c3=O)no2)cc1
  A: 0 | B: -21 | C: 10 | D: -8 | E: 10 | F: -2 | G: 9 | H: 5
> COCc1cccc(N2C(=O)CC(C3C=C(C)C4C(=O)N(c5cccc(COC)c5)C(=O)C4C3)C2=O)c1 (centres undefined)
  A: -8 | B: -7 | C: 1 | D: 13 | E: -11 | F: -2 | G: 9 | H: -4
> COc1ccc(/C=C(\NC(=O)c2cccs2)C(=O)N2CCOCC2)cc1OC
  A: 5 | B: 3 | C: -11 | D: -2 | E: -2 | F: -2 | G: -11 | H: 2
> CCN(CC)c1ccc(/C=C2\C(=O)N(c3nnc(C)c(=O)[nH]3)N=C2C)cc1
  A: 28 | B: -5 | C: -150 | D: -1 | E: 48 | F: -2 | G: 16 | H: 63*
> COc1ccccc1CN1CCN(C(=O)c2cccc3ccccc23)CC1
  A: 9 | B: -11 | C: 1 | D: 5 | E: 2 | F: -3 | G: -3 | H: 7
> COCCNC(=S)N1CCN(C(c2ccccc2)c2ccccc2)CC1
  A: 0 | B: -9 | C: -11 | D: -3 | E: 9 | F: 2 | G: 9 | H: -9
> C/C(N)=C(/C#N)C(=O)COC(=O)c1ccccc1Cc1ccccc1
  A: 0 | B: -6 | C: -2 | D: 0 | E: 9 | F: -1 | G: 5 | H: -3
> CC1(C)CCSC(/C=C/c2ccccc2)=N1
  A: 4 | B: 12 | C: 5 | D: 5 | E: 23 | F: -1 | G: 20 | H: -22
> CC(C)=CCc1cc(-c2oc3cc(O)cc(O)c3c(=O)c2O)ccc1O
  A: 1 | B: 11 | C: -7 | D: -11 | E: 10 | F: -3 | G: -10 | H: 3
> Cc1ccccc1NC(=O)CC(=O)Nc1ccccc1C
  A: -2 | B: 4 | C: -1 | D: 4 | E: 2 | F: -4 | G: -13 | H: -5
> Cc1cc(Cl)c2ccc(Cl)cc2n1
  A: -8 | B: 6 | C: 0 | D: 47 | E: 3 | F: -2 | G: 8 | H: -11
> COc1ccc(CNC(=O)C2CCN(S(=O)(=O)c3cccnc3)CC2)cc1
  A: -2 | B: -8 | C: -7 | D: -20 | E: 7 | F: 1 | G: -1 | H: 0
> COc1ccc(CONS(=O)(=O)c2ccc(NC(C)=O)cc2)cc1Cl
  A: -8 | B: -12 | C: 3 | D: -2 | E: 4 | F: -3 | G: 4 | H: 1
> C=CCOc1cccc(C2C(C(=O)c3cc4ccccc4o3)=C(O)C(=O)N2c2cc(C)on2)c1 (centres undefined)
  A: 3 | B: -2 | C: -5 | D: -7 | E: 6 | F: 0 | G: 9 | H: 5
> CN1CCN(C(=O)C2CC(=O)N(c3ccc(Cl)cc3)C2)CC1 (centres undefined)
  A: 8 | B: 3 | C: 2 | D: -3 | E: 16 | F: 0 | G: 8 | H: 5
> COc1ccccc1C(=O)Nc1ccnn1C1CCN(Cc2ccn[nH]2)CC1
  A: 0 | B: 1 | C: 2 | D: 6 | E: 8 | F: -3 | G: 11 | H: -1
> CCN(CC)C(=O)C12CC3CC(CC(Br)(C3)C1)C2
  A: 6 | B: 4 | C: 1 | D: -3 | E: 5 | F: -2 | G: -8 | H: -4
> CC(C)[C@H](NS(=O)(=O)c1cccc(Cl)c1)C(=O)OCC(=O)NC(=O)CN1CCCC1=O
  A: -1 | B: -4 | C: -14 | D: -1 | E: 12 | F: -2 | G: -42 | H: 3
> CCc1nnc(N/N=C/c2ccc(N3CCC(C)CC3)c([N+](=O)[O-])c2)n1N
  A: 2 | B: 9 | C: -59 | D: -7 | E: 13 | F: 1 | G: 1 | H: 3
> CC(NC(=O)C1CCN(C(=O)[C@@H]2Cc3ccccc3CN2C(=O)OC(C)(C)C)CC1)c1ccccc1 (some centres undefined)
  A: 7 | B: -7 | C: -3 | D: -3 | E: 7 | F: -4 | G: 21 | H: 2
> Cc1noc(C)c1CSc1nnc(-c2ccccc2)o1
  A: 4 | B: 5 | C: -19 | D: -4 | E: -2 | F: -1 | G: 20 | H: 5

Sorted by length of the SMILES (lowest first): some entries from above.
Short keys: A = CXCR6 block; B = ATG4B inh; C = UBC13 polyUb; D = Gli-Sufu antag; E = CCR6 antagonist; F = APJ agonist; G = APJ antagonist; H = EBI2 antag
> COc1ccccc1C(=O)Nc1ccnn1C1CCN(Cc2ccn[nH]2)CC1
  A: 0 | B: 1 | C: 2 | D: 6 | E: 8 | F: -3 | G: 11 | H: -1
> CC(C)=CCc1cc(-c2oc3cc(O)cc(O)c3c(=O)c2O)ccc1O
  A: 1 | B: 11 | C: -7 | D: -11 | E: 10 | F: -3 | G: -10 | H: 3
> COc1ccc(CNC(=O)C2CCN(S(=O)(=O)c3cccnc3)CC2)cc1
  A: -2 | B: -8 | C: -7 | D: -20 | E: 7 | F: 1 | G: -1 | H: 0

Entries of single compounds, quoted from the list:
Results for CC(C)[C@H](NS(=O)(=O)c1cccc(Cl)c1)C(=O)OCC(=O)NC(=O)CN1CCCC1=O → CXCR6 block: -1; ATG4B inh: -4; UBC13 polyUb: -14; Gli-Sufu antag: -1; CCR6 antagonist: 12; APJ agonist: -2; APJ antagonist: -42; EBI2 antag: 3
Results for COc1ccc(/C=C/C(=O)O/N=C(\N)c2ccccn2)cc1OC → CXCR6 block: -10; ATG4B inh: 1; UBC13 polyUb: 0; Gli-Sufu antag: -63; CCR6 antagonist: -6; APJ agonist: 6; APJ antagonist: -9; EBI2 antag: -7

EBI2 antag, hit marks shown above
| Compound | CXCR6 block | ATG4B inh | UBC13 polyUb | CCR6 antagonist | APJ agonist | APJ antagonist | EBI2 antag |
| --- | --- | --- | --- | --- | --- | --- | --- |
| CCN(CC)c1ccc(/C=C2\C(=O)N(c3nnc(C)c(=O)[nH]3)N=C2C)cc1 | 28 | -5 | -150 | 48 | -2 | 16 | 63* |

Next section.
Short keys: A = CXCR6 block; B = ATG4B inh; C = UBC13 polyUb; D = Gli-Sufu antag; E = CCR6 antagonist; F = APJ agonist; G = APJ antagonist; H = EBI2 antag
> CC(OC(=O)CSc1ccc([N+](=O)[O-])cc1)C(=O)NCc1ccco1 (centres undefined)
  A: 2 | B: -5 | C: -6 | D: 0 | E: 13 | F: -3 | G: 12 | H: 3
> O=C(NCc1nc2ccccc2[nH]1)C1=C[C@@H](c2ccc(C(F)(F)F)cc2)C[C@@H](OCCCCO)O1
  A: 4 | B: 3 | C: 10 | D: 8 | E: 4 | F: -4 | G: -10 | H: -3
> O=C(NCCC(=O)N(CCc1ccccc1)Cc1ccccc1)c1ccccc1Cl
  A: 5 | B: 1 | C: 0 | D: 6 | E: 7 | F: -4 | G: 7 | H: 4
> CCOC(=O)C1CCN(C(=O)COc2cccc(C)c2)CC1
  A: 2 | B: -7 | C: -9 | D: -4 | E: 9 | F: -6 | G: -19 | H: 11
> CCOc1ccc2nc(SCC(=O)NNC(=O)c3ccco3)c(C)cc2c1
  A: -11 | B: -18 | C: -1 | D: 8 | E: 14 | F: 0 | G: -15 | H: -8
> COCCN(C(=O)c1ccc(C)c(S(=O)(=O)N2CCOCC2)c1)c1c(N)n(CC(C)C)c(=O)[nH]c1=O
  A: -8 | B: -16 | C: / | D: 3 | E: 4 | F: / | G: / | H: -2
> COc1ccc(OCC(O)Cn2c(N)nc3c2c(=O)[nH]c(=O)n3C)cc1 (centres undefined)
  A: 7 | B: -7 | C: 9 | D: -1 | E: 3 | F: -4 | G: 22 | H: -9
> COC(=O)c1sccc1NC(=O)CC1C(=O)NCCN1C(=O)c1ccc(N(C)C)cc1 (centres undefined)
  A: -2 | B: -5 | C: 2 | D: 5 | E: -2 | F: 1 | G: 21 | H: -3
> COc1ccc(N2CCN(C(=O)c3ccccc3)CC2)c([N+](=O)[O-])c1
  A: 4 | B: -1 | C: -11 | D: -3 | E: 1 | F: -3 | G: 15 | H: -2
> CN1CCN(S(=O)(=O)c2cccc(C(=O)Nc3ccccc3N3CCCC3)c2)CC1
  A: -1 | B: -5 | C: 4 | D: 3 | E: -4 | F: 8 | G: 17 | H: 2
> Cc1cnc(=O)[nH]c1SCC(=O)c1ccc(F)cc1
  A: 11 | B: 2 | C: 0 | D: -27 | E: 5 | F: -4 | G: 7 | H: 3
> Cc1ccc(OCCN(C)C(=O)C2CCC(=O)N(CCCN3CCOCC3)C2)cc1 (centres undefined)
  A: 2 | B: 2 | C: -9 | D: -19 | E: 6 | F: 1 | G: -1 | H: 2
> O=c1cc(CN2CCc3ccccc32)nc2sccn12
  A: 5 | B: -7 | C: 1 | D: 5 | E: 2 | F: 0 | G: 3 | H: -4
> CCOc1cc2[nH]c(=S)n(CCCN(CC)CC)c(=O)c2cc1OCC
  A: 2 | B: -5 | C: 4 | D: 11 | E: 11 | F: 3 | G: 3 | H: 4
> CC(C)C(NC(=O)C1CCCCC1)C(=O)NC1=NCCS1 (centres undefined)
  A: -4 | B: 5 | C: 6 | D: 16 | E: 3 | F: 0 | G: 3 | H: -12
> Cc1ccc2nc(SC(C)C(=O)N3CCCC3)[nH]c2c1 (centres undefined)
  A: 0 | B: -7 | C: -9 | D: -28 | E: -7 | F: 0 | G: 8 | H: 3
> Cc1ccc(S(=O)(=O)N(C)C)cc1NC(=O)COC(=O)c1sc2cc(Cl)ccc2c1Cl
  A: 9 | B: 9 | C: 12 | D: -6 | E: 7 | F: -2 | G: -15 | H: 8
> CCC(=O)N1CCc2cc(S(=O)(=O)CCC(=O)NCc3ccc(OC)cc3)ccc21
  A: -3 | B: 2 | C: 3 | D: 15 | E: 4 | F: -4 | G: -9 | H: 1
> Cc1onc(-c2c(F)cccc2Cl)c1C(=O)N1CCc2ccccc21
  A: 2 | B: -1 | C: 7 | D: -15 | E: 3 | F: -5 | G: -12 | H: -10
> CC(=O)Nc1c(Br)cc2c(c1Br)Cc1cc([N+](=O)[O-])ccc1-2
  A: -12 | B: 5 | C: / | D: -4 | E: -7 | F: / | G: / | H: -3
> CC1CN(S(=O)(=O)c2ccc(C(=O)N3CCc4ccccc43)cc2)CC(C)O1 (centres undefined)
  A: 8 | B: -8 | C: -9 | D: 20 | E: 2 | F: 0 | G: -61 | H: 15
> Cc1cccc(-n2cnc(C(=O)NC3CCCCCC3)c2)n1
  A: -4 | B: -8 | C: -10 | D: -55 | E: 0 | F: 1 | G: 4 | H: 0

Screens from PubChem.
